Screens from PubChem BioAssay.
Keap1 Nrf2 FP – Keap1-Nrf2 (human) interaction inhibition. Q14145. Keap1 Kelch-Nrf2 peptide fluorescence polarization, 1536-well. inhibition, % at 9.4 µM. 0.15% of 340,000 active. AID 504523; in the data active means inhibition above about 12%;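 further: human Keap1 Kelch domain with fluorescein labeled Nrf2 9mer peptide probe; 0% = neutral control wells and 100% = peptide positive control; higher means more block of Keap1 binding to Nrf2 peptide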
NSD2 HMT inh – inhibitors of human histone methyltransferase NSD2; NSD2 peptide methylation, AlphaScreen, 120 min; inhibition, % at 12.5 µM; 0.54% of 310,000 active; AID 743445; in the data active means inhibition above about 50%
cardiac RTF act – increases calcium sensitivity of human cardiac regulated thin filaments; IANBD-labeled TnC RTF fluorescence at EC20 calcium; 0% EC20 calcium, 100% full calcium; activation, % at 7.2 µM; 0.24% of 340,000 active; AID 493008;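 active means activation above the mean over all tested compounds plus 3 SD, cut at about 30% in these data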;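 further: rise in fluorescence read as greater calcium sensitivity of cardiac thin filaments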
CDK5 inh – blocks human CDK5/p35 kinase activity. AID 488839. Recombinant CDK5/p35, ADP-Glo luminescence, 60 min. inhibition, % at 10 µM. 0.01% of 330,000 active. Q00535+Q15078;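 active means highest replicate inhibition of at least 50% and at least 75% of replicates reaching 50%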;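 further: plate controls were DMSO neutral control for no effect and GW8510 at 10 µM for full effect; many of its hits are not listed in these tables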
Target sequence (Q00535 whole entry, looked up): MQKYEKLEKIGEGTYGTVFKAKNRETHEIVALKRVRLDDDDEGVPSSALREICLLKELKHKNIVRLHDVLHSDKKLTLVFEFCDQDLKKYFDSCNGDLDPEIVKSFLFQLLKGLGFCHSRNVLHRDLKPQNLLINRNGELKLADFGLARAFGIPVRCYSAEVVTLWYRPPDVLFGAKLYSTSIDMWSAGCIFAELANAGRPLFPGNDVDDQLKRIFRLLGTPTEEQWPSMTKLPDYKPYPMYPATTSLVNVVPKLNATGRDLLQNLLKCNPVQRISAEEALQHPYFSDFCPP
Target sequence (Q15078 whole entry, looked up): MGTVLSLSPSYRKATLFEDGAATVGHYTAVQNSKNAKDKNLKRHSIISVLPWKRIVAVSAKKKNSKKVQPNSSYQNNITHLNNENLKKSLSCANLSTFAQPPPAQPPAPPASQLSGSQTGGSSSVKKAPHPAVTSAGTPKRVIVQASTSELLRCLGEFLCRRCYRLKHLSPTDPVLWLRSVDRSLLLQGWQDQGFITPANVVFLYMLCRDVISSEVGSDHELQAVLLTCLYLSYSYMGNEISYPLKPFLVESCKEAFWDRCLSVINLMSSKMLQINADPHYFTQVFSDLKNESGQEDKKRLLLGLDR
C-LANA FP – KSHV C-LANA DNA binding inhibition; MBP-C-LANA/FAM-LBS DNA binding, fluorescence polarization; inhibition, % at 9 µM; 0.078% of 340,000 active;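 active means highest replicate inhibition at or above 60% at 9 µM, even if other replicates fall short; inactive means all replicates below 60% inhibition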;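 further: 0% = neutral control wells and 100% = 4 µM acridine orange control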
PfHsp90 yeast 2 – reduces growth (ATP signal) of yeast expressing P. falciparum Hsp90; S. cerevisiae expressing PfHsp90, BacTiter-Glo ATP, 48 h; yeast lacking PDR1 and PDR3 efflux regulators; AID 504621; inhibition, % at 9.4 µM; 0.32% of 310,000 active;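 active means every replicate shows inhibition above about 80%, whatever the replicate mean, limit read from the data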;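 further: 0% = DMSO neutral controls and 100% = 20 µM radicicol positive controls; yeast relying on Plasmodium falciparum Hsp90 in place of its own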
Rtt109 Vps75 – inhibitors of Candida albicans Rtt109/Vps75 histone acetyltransferase; inhibition, % at 34.9 µM; 0.16% of 330,000 active; AID 540336; purified Rtt109/Vps75, ThioGlo CoA-SH fluorescence, 4 h;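 active means inhibition of at least 50% in every replicate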
dFosB activator – mouse delta FosB homodimer activation; purified delta FosB, TAMRA-CDK5 oligo fluorescence polarization; percent of positive-control signal above neutral wells; activation, % at 25 µM; 0.99% of 340,000 active; AID 493131;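 active means mean activation above about 17%, with every replicate also reaching it, limit read from the data, passing the limit was not always enough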;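 further: fluorescence polarization rise as delta FosB binds a TAMRA Cdk5 AP-1 oligo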
Target sequence (P13346 whole entry, looked up): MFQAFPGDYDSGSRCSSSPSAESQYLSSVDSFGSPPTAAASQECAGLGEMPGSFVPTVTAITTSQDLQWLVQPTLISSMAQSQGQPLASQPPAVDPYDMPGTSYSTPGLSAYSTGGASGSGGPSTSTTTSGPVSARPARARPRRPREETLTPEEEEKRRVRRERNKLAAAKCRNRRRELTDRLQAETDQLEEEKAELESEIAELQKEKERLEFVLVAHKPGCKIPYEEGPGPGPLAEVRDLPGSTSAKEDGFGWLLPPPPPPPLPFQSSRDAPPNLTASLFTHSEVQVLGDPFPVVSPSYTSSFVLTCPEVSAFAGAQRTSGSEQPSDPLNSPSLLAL
Cardiac RTF inh – cardiac RTF calcium desensitization; IANBD-labeled cardiac RTF, Ca2+ fluorescence; inhibition, % at 7.15 µM; 0.12% of 340,000 active; AID 493244;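 active means inhibition above the mean inhibition of all tested compounds plus 3 SD, cut at about 17% in these data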;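 further: assay run at fixed EC70 calcium of 1.6 mM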
PvdQ inh – blocks Pseudomonas aeruginosa PvdQ acylase activity | purified PvdQ acylase, fluorescence plate reader | inhibition, % at 10 µM | 0.063% of 340,000 active; in the data active means inhibition above about 30%, passing the limit was not always enough;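 further: 0% = vehicle neutral wells and 100% = reference inhibitor wells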
Mot1-301 SUMO – inhibitors of SUMOylation pathway: yeast Mot1-301 growth rescue. growth rescue, % at 18.8 µM. AID 2716. S. cerevisiae Mot1-301 growth rescue, ATP luminescence, 38.5C; percent above DMSO median, 100 means doubled. 1% of 320,000 active;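 active means every valid replicate shows activation above 250% relative to neutral control wells; inactive means the rest, any valid replicate at or below 250%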;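 further: OY570 slx delta 5 strain wells were the positive control but not used for scaling; some compounds called inactive have numbers as strong as hits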
Active calls of the source: *; · = not tested or not shown. An unsorted share of the library. About 3.2% of those tested had a hit in this group.

SMILES	Keap1 Nrf2 FP	NSD2 HMT inh	cardiac RTF act	CDK5 inh	C-LANA FP	PfHsp90 yeast 2	Rtt109 Vps75	dFosB activator	Cardiac RTF inh	PvdQ inh	Mot1-301 SUMO
O=C(NNC(=O)C1CC(c2cccs2)=NO1)NC1CCCCC1 (stereo not given)	-5	-2	4	-1.4	-0.3	-15	-5	-13	-12	-9	-1
COc1cccc(/C=N/NC(=O)c2ccc([N+](=O)[O-])cc2Cl)c1O	3	3	-2	-0.1	-2.6	9	5	-9	-7	2	-13
Cn1cccc1C(=O)OCC(=O)N1CC(=O)Nc2ccccc21	-4	-1	2	3.6	0.1	30	-4	-5	-7	-14	-13
COc1ccc(Nc2c3c(c(C#N)c4nc5ccccc5n24)CCC3)cc1	3	-1	-2	0.3	1.6	-24	-4	2	-4	-7	7
CC(C)(C)c1nnc(NS(=O)(=O)c2cc(Cl)ccc2Cl)s1	0	-1	1	-0.3	0.8	-9	5	0	7	0	18
CSc1ccccc1NC(=O)N1CCCC(C(=O)c2ccc3c(c2)OCO3)C1 (stereo not given)	1	-4	-1	1.5	0.8	4	0	-4	-3	-15	-6
O=C1C2=C(SCCS2)C(=O)N1c1ccccc1	0	-1	6	3.5	2.9	-3	-14	-3	-5	-9	10
Nc1cc(OC(=O)c2ccco2)nn1S(=O)(=O)c1ccc(F)cc1	-12	-2	-6	1.8	1.2	10	4	3	3	-4	-12
COc1ccccc1Oc1cc(-n2nc(C)cc2C)ncn1	1	3	2	1.3	0.4	-2	-13	-4	-5	-3	-5
COc1ccc(CCN2C(=O)CC(NC34CC5CC(CC(C5)C3)C4)C2=O)cc1OC (stereo not given)	-1	1	1	0.0	-0.8	10	-1	-5	3	-13	11
CCS(=O)(=O)Nc1ccc(-c2nnc(SCC(=O)OC)o2)cc1	-4	·	-4	0.6	-1.1	·	-3	-3	7	-7	-7
NS(=O)(=O)c1ccc(CCNC(=O)COc2ccc3c4c(c(=O)oc3c2)CCC4)cc1	-1	-4	-1	0.1	0.3	-36	10	-10	-6	8	-2
CC(C)C(NC(=O)CCNC(=O)c1ccc(C(C)(C)C)cc1)c1nc2ccccc2[nH]1 (stereo not given)	-9	3	0	-0.3	0.6	·	-4	-5	-2	-24	-17
CCC1=Nc2cc(C(=O)NCCCOC)ccc2Sc2ccccc21	-2	1	10	-1.1	-1.4	·	-4	-7	-4	-16	-10
C=CCn1c(CCNC(=O)c2cccs2)nnc1SCC(=O)c1cccc([N+](=O)[O-])c1	1	-2	7	-0.2	-2.2	0	17	-1	-6	2	-9
NC(=O)COC(=O)C12CC3CC(CC(O)(C3)C1)C2	2	1	-5	-3.0	-0.8	-45	-1	2	-2	-17	1
CN(CC(=O)Nc1ccccc1Cl)CC(=O)N1CCc2ccccc21	-1	-1	-1	0.9	-0.6	11	-8	-13	2	-11	4
C#Cc1ccc([C@@H]2C=C(C(=O)N3CCOCC3)O[C@H](OCc3ccc(CO)cc3)C2)cc1	-2	·	-3	0.7	1.2	20	-2	-9	-1	-7	10
O=C(CCNS(=O)(=O)c1cccc2nsnc12)NCc1ccc(F)cc1	-4	-1	1	2.4	0.4	0	4	3	8	13	-3
O=C(NC1CCCCC1)C1CCCN(S(=O)(=O)c2ccc(F)cc2)C1 (stereo not given)	-1	-6	-4	-2.6	-0.9	-14	-1	-9	-8	-19	-8
Clc1nccnc1N/N=C/c1ccc(Br)cc1	-6	0	-3	3.5	-1.2	-5	-12	9	2	-11	-4
Cc1cc(CN2C(=O)c3ccccc3C2=O)on1	1	2	-1	1.4	-0.3	·	-2	-1	-6	-6	-14
COc1cc(NC(=O)C2CC(=O)NC3=C2C(=O)CCC3)cc(OC)c1 (stereo not given)	-6	-2	-1	-0.8	0.3	7	-2	-4	-2	-14	6
CCn1nc(C(=O)OCC(=O)N2c3ccccc3CC2C)c2ccccc2c1=O (stereo not given)	5	-3	-2	-1.7	-0.5	-11	3	-15	-4	-12	-1
Cc1onc(-c2c(F)cccc2Cl)c1C(=O)NCc1ccccn1	3	8	-4	2.3	0.2	-18	-5	-1	14	-8	-9
O=C(CC(=O)Nc1ccccc1)Nc1ccccc1	-5	-1	7	-0.2	0.5	10	14	4	-8	2	-12
CCCC(=O)Nc1nnc(S(=O)(=O)N(C)Cc2ccco2)s1	-1	-3	-2	-0.4	0.6	8	4	2	1	-8	-2
COc1cc2c(cc1OC)C(COc1ccccc1OC)N(C(C)=O)CC2 (stereo not given)	-2	5	-3	0.6	1.5	15	-3	-2	-6	-12	187
CCCCNC(=O)OCC(CC)NC(=O)OCC(C)C (stereo not given)	-7	-1	3	1.3	-0.3	·	2	-4	10	-13	13
CCC/C(O)=C1\C(=O)CC(C)(C)CC1=Nc1ccc(OC)cc1OC	3	-1	3	-0.8	0.2	3	-5	-1	-5	-13	15
CC(=O)Nc1ccc(Cc2nc3ccccc3[nH]2)cc1	-1	-2	1	0.3	1.2	4	2	1	2	-11	-6
Cc1ccc(/C=C2/NC(=O)N(Cc3ccccc3F)C2=O)s1	-1	9	35*	2.0	16	14	-7	0	-72	9	-16
Cc1ccc(/C=C(\NC(=O)c2ccccc2)C(=O)NCCN2CCOCC2)o1	-3	·	7	-0.3	-5.0	-33	0	6	-5	7	2
Cn1c(SCc2ccccc2F)nc2cccnc21	1	-1	-4	-0.7	0.1	·	-2	-1	2	-13	-2
C=CCn1c(C)cc(C(=O)COc2ccc(S(=O)(=O)N3CCCC3)cc2[N+](=O)[O-])c1C	0	2	1	0.2	-0.4	-3	-1	-3	4	6	-12
COc1cc(/C=N/Nc2ccc([N+](=O)[O-])cc2S(=O)(=O)N2CCOCC2)cc(OC)c1OC	4	-2	5	0.5	0.1	9	-5	-2	3	-9	-17
Cc1ccc(NS(=O)(=O)c2ccc3[nH]c(=O)c(=O)[nH]c3c2)cc1Cl	-1	-4	-1	0.5	0.3	-2	-5	-4	-2	3	-10
Cc1ccc(NC(=O)CSc2ncn[nH]2)cc1S(=O)(=O)N1CCOCC1	-3	-1	3	1.2	-0.4	·	-1	0	-8	-25	-9
COc1ccccc1NC(=O)c1cc2c(s1)-c1ccccc1S(=O)(=O)C2	2	3	3	1.5	0.0	-4	-4	12	1	-3	-14
Cc1ccc(-c2nnc(CCC(=O)N(C)Cc3nccs3)o2)s1	3	6	0	1.2	-0.8	4	-2	3	-4	12	24
COCc1[nH]nc2c1C(c1ccnc3ccccc13)C(C#N)=C(N)O2 (stereo not given)	1	2	2	1.6	-0.8	-2	6	0	1	15	14
CCCCN1CC(COc2ccccc2)Oc2cccc(F)c2S1(=O)=O (stereo not given)	-2	·	4	-1.4	-0.9	-2	-20	-9	-8	-16	·
Nc1cc(=O)[nH]c(=S)n1-c1cccc(C(F)(F)F)c1	-6	·	-4	-0.3	-0.8	17	1	-1	-6	-1	-5
COc1ccc(N(C(=O)Cc2cccs2)C(C(=O)NC2CCCCC2)c2cccn2C)cc1 (stereo not given)	-3	0	-6	-2.1	0.3	-18	2	-1	-16	2	-28
CCOC(=O)C1CCN(C(=O)COc2ccc(N(C)S(=O)(=O)c3ccc(C)cc3)cc2)CC1	0	0	7	-1.1	0.9	8	7	-2	6	10	-13
Cc1cccc(-c2ocnc2C(=O)Nc2ccccc2NC(=O)c2ccccn2)c1	5	-4	-3	-1.6	-0.8	-24	23	-19	3	-1	-6
O=C1c2ccccc2C(=O)N1n1c(=O)[nH]c2ccccc2c1=O	-3	11	-4	1.5	-0.8	·	-8	0	-4	-6	10
O=C(CN1CCN(S(=O)(=O)c2ccc(Cl)cc2)CC1)Nc1ccc(F)cc1F	0	·	1	-1.5	0.9	8	5	-17	-6	-19	-8
CCN(c1ccccc1)S(=O)(=O)c1ccc(C(=O)NCC(c2ccccc2OC)N2CCCC2)cc1 (stereo not given)	-1	2	5	-0.3	1.3	-13	-2	3	-8	-2	·
CC(C)(C)OC(=O)C[C@H]1C/C=C\C[C@H](CC(=O)N[C@H](CO)Cc2ccccc2)C(=O)N2CCC[C@H]2COC1=O	2	·	-6	3.6	1.9	27	-1	-4	-4	0	-4
CC(=O)c1cc2c(cc1NC(=O)Cc1c(C)noc1C)OCO2	-2	0	-5	0.3	-0.7	·	-3	-8	-3	0	17
CC1O[C@@H](OC2C(COC3OC(CO)C(O)[C@H](O)C3O)OC(OC3CC[C@]4(C)C(CC[C@@]5(C)[C@@H]4CC=C4[C@@H]6CC(C)(C)CC[C@]6(CO)C(O)C[C@]45C)C3(C)C)C(O)C2O)C(O)C(O)C1O (stereo not given in full)	1	·	3	0.0	-1.2	8	17	12	2	-14	21
O=C(O)c1cccc2c1C(=O)c1ccc(-c3ccc(F)cc3OCc3ccccc3)cc1S2(=O)=O	6	·	-6	-0.5	6.1	-16	18	-3	-1	4	7
O=C(CSc1nnc(NC(=O)c2ccccc2[N+](=O)[O-])s1)NC1CCCC1	-3	-1	-1	0.5	-4.0	·	1	-5	-2	7	-15
Cc1ccc(CNC(=O)C2CCCN2C(=O)Nc2ccccc2)cc1 (stereo not given)	5	-3	-5	-0.6	·	-12	10	0	-7	6	27
O=c1oc(C2(O)CCCCC2)cc2ccc(-c3ccc4[nH]ccc4c3)cc12	-2	·	-14	2.7	1.5	9	8	3	-11	1	-24
COC(=O)c1cn(NC(=O)/C=C/c2ccc(OC)c(OC)c2)c(=O)c2ccccc12	-2	-1	-13	-0.7	1.2	-16	0	2	-13	-8	7
CCNC(=O)c1sc2cc(C)ccc2c1Cl	-3	0	1	0.5	0.8	12	0	-1	-7	-6	111
Cc1onc(-c2ccccc2Cl)c1C(=O)NCCn1ccc2ccccc21	0	-1	-3	1.2	6.2	8	-15	-2	5	-9	-8
C=CCOc1cccc(C2C(C(=O)c3ccco3)=C(O)C(=O)N2CCN2CCOCC2)c1 (stereo not given)	1	11	9	0.7	1.0	-22	18	-3	-2	-9	230
CC1(C)Cc2c(C#N)c(N3CCN(C(=O)c4ccccc4Cl)CC3)nc(-c3ccco3)c2CS1	-1	21	4	0.0	-1.1	-40	-11	-10	-9	-21	50
COc1ccc(C(C)NC(=O)C2CCCC2)cc1 (stereo not given)	1	-1	-1	-1.3	0.3	6	3	1	-9	-9	-26

Single records, as listed above. Order of values: Keap1 Nrf2 FP, NSD2 HMT inh, cardiac RTF act, CDK5 inh, C-LANA FP, PfHsp90 yeast 2, Rtt109 Vps75, dFosB activator, Cardiac RTF inh, PvdQ inh, Mot1-301 SUMO
`Cc1cccc(-c2ocnc2C(=O)Nc2ccccc2NC(=O)c2ccccn2)c1` across the screens: 5, -4, -3, -1.6, -0.8, -24, 23, -19, 3, -1, -6
`COc1ccc(C(C)NC(=O)C2CCCC2)cc1` (stereo not given) across the screens: 1, -1, -1, -1.3, 0.3, 6, 3, 1, -9, -9, -26
